From PubChem
rCAG binder: binders of r(CAG) RNA repeats, primary screen, biochemical, fluorescence; actives 1.3% (n = 370,000); inhibition, % at 3 µM; AID 651821, 2012; r(CAG) RNA repeat, TO-PRO-1 dye displacement fluorescence;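 active means inhibition above the plate cutoff, the mean of all test compounds on that plate plus 3 SD, cut at about 35% in these data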;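 further: 0% = DMSO alone and 100% = 100 µM mitoxantrone as full dye displacement; higher means more dye released from RNA so lower well fluorescence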
mABHD4 FP: ABHD4 inhibitors, primary screen, biochemical, fluorescence polarization, mouse; (Lyso)-N-acylphosphatidylethanolamine lipase (Mus musculus), Q8VD66; purified mABHD4, FP-Rh probe fluorescence polarization; inhibition, % at 8.92 µM; actives 0.54% (n = 370,000); AID 720543, 2013;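 active means inhibition exceeding the mean over every tested compound plus 3 SD, cut at about 30% in these data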;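 further: 0% = plate median of compound wells and 100% = S159A mutant with DMSO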
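Assay system: mouse ABHD4 enzyme, wild type / Also added: fluorescent activity-based probe FP-Rh / Doses: single nominal dose of 8.92 µM, 0.89% DMSO final / Timing: 45 min compound pre-incubation plus 60 min probe step, 25 °C / Signal: FP readout, ex 525 nm / em 598 nm / Control set: S159A mutant/DMSO as 100%, compound-well median as 0%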
NR1D1 modulator: modulators of Rev-erb alpha DNA binding, primary screen, biochemical, FITC-DNA, fluorescence polarization, uHTS; Nuclear receptor subfamily 1 group D member 1 (Homo sapiens), P20393; Rev-erbα–FITC-DNA binding, 90 min; activity, % at 10 µM; actives 0.79% (n = 370,000); AID 1259318, 2017;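 active means activity above about 14%, limit read from the data; passing the limit was not always enough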;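 further: 0% = DMSO wells with 35 nM protein and 100% = DMSO wells with 750 nM protein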
Target sequence (P20393 whole entry, looked up): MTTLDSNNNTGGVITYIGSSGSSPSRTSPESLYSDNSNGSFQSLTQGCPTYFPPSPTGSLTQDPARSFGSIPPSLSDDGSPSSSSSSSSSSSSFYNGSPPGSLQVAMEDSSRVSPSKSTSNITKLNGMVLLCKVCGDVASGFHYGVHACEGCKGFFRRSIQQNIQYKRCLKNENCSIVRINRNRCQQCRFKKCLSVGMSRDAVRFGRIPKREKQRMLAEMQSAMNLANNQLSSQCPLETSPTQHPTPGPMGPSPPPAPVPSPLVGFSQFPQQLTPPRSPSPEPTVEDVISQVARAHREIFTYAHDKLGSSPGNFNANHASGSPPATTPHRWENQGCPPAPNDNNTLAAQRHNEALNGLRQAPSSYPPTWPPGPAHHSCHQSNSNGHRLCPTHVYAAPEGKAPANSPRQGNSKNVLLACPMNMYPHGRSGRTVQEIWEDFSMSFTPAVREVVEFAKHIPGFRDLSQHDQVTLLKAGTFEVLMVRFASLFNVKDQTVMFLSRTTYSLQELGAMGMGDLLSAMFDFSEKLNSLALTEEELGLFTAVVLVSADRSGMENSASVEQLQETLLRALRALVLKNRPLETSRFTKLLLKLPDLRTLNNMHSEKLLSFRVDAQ
GC-B act: human GC-B receptor activators, primary screen, HEK293 GC-B cells, cGMP TR-FRET, EC30 CNP; 0% at EC30 CNP, 100% saturating CNP; Atrial natriuretic peptide receptor 2 (Homo sapiens), P20594; actives 0.11% (n = 370,000); activation, % at 10 µM;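 active means activation at 10 µM reaching about 35% in either raw or pattern-adjusted values, limit read from the data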
ASAP1 GAP inh: inhibitors of human ASAP1 ArfGAP activity, primary screen, biochemical, fluorescence polarization. Arf-GAP with SH3 domain, ANK repeat and PH domain-containing protein 1 (Homo sapiens), …. ASAP1-stimulated ARF1 GTP hydrolysis, GDP FP detection. inhibition, % at 16.5 µM. actives 0.19% (n = 360,000). AID 624377, 2012; in the data active means inhibition above about 25%;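 further: 0% = vehicle with enzyme and substrate and 100% = no enzyme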
Target sequence (Q9ULH1 325-724 limits assumed): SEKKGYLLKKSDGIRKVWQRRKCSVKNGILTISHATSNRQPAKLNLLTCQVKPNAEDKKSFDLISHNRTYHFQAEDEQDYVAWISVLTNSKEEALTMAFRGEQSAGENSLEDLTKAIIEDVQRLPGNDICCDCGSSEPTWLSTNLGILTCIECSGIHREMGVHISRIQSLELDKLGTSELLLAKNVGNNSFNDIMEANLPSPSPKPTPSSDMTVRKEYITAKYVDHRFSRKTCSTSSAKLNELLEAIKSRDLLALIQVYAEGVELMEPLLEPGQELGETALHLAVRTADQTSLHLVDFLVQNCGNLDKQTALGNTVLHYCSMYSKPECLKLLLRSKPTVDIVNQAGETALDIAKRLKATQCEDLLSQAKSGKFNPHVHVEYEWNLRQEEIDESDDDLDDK
PG9 Ab binder: binders of HIV-1 gp120 antibody PG9, primary screen, biochemical, TR-FRET; HIV-1 gp120 / PG9 antibody interaction; TR-FRET gp120-PG9 antibody binding; inhibition, % at 6.7 µM; actives 0.43% (n = 360,000); AID 624416, 2012; in the data active means inhibition above about 8.5%
HTRA1 inh: HTRA1 serine protease inhibitors, primary screen, biochemical, fluorescence polarization, HTS; Q92743; recombinant HTRA1, FP-rhodamine activity-based probe; inhibition, % at 5.96 µM; actives 0.5% (n = 340,000); AID 504803, 2011; in the data active means inhibition above about 36%;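 further: 0% = enzyme with DMSO and 100% = wells lacking enzyme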
ARFGAP1 inhibitor: inhibitors of rat ARFGAP1 GAP activity, primary screen, biochemical, fluorescence polarization, GDP tracer | ADP-ribosylation factor GTPase-activating protein 1 (Rattus norvegicus), Q62848 | Arfgap1-stimulated ARF1 GTP hydrolysis, GDP FP detection | inhibition, % at 16.5 µM | actives 0.26% (n = 360,000);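 active means inhibition above a per-plate limit, mean inhibition of low control wells plus 3 SD, cut at about 25% in these data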;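 further: 0% = DMSO wells with enzyme and 100% = wells lacking Arfgap1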
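material = rat Arfgap1 catalytic domain, aa 1-136 | also added = human ARF1(Δ1-17)-GTP substrate | compound dosing = one concentration, 16.5 µM, DMSO 1.26% | times = GTP hydrolysis reaction 2 h at 25 °C | measured by = FP, GDP Alexa 633 tracer displaced from anti-GDP antibody, 620/688 nm | evaluation = percent inhibition of Arfgap1-stimulated GTP hydrolysis | replication = single well per compound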
GC-A act: GC-A stimulated cGMP production enhancers – HEK293 GC-A cells, cGMP TR-FRET, EC30 ANP, primary screen; 0% at EC30 ANP, 100% saturating ANP; activation, % at 10 µM; AID 1671463, 2021; actives 0.14% (n = 370,000); in the data active means activation above about 40%
SMARCA2 activ: SMARCA2 (BRM) function activators, primary screen, cell-based, luminescence, high throughput | AID 652017, 2013 | actives 1% (n = 370,000) | activation, % at 9.1 µM | MG213 cells, MMTV-luciferase reporter, dexamethasone, overnight; in the data active means activation above about 7.8%;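 further: 0% = vehicle wells and 100% = reference activator wells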
* marks the source's active call; other numbers are inactive results; nt = no result given. The list is partial; count on the stated rates, not on these rows.

SMILES	rCAG binder	mABHD4 FP	NR1D1 modulator	GC-B act	ASAP1 GAP inh	PG9 Ab binder	HTRA1 inh	ARFGAP1 inhibitor	GC-A act	SMARCA2 activ
COc1cc2c(c(OC)c1)C(=O)OC(C)CCCC(=O)CCCCC2 (stereo unspecified)	-2	2	-5	2	-10	0.0	-5	6	-1	-2
COc1ccc(-n2c(=S)[nH]c3ccc(C)cc3c2=O)cc1	4	32*	52*	-4	-3	41*	2	6	9	1
COP(=O)(OC)C(C)NC(=O)OCc1ccccc1 (stereo unspecified)	nt	11	5	-5	nt	nt	nt	nt	3	nt
COc1ccc(-n2nnnc2C(c2ccccc2)N2CCC(n3c(=O)[nH]c4ccccc43)CC2)cc1 (stereo unspecified)	7	2	-2	0	-11	-0.9	nt	-4	-9	0
Cc1[nH]c2ccccc2c1CCN	12	-9	2	6	7	2.6	14	19	3	-1
CC1=C2[C@H]3OC(=O)[C@@H](C)[C@@H]3CC[C@@]2(C)C=CC1=O	-1	-4	5	6	-2	0.6	-4	2	-1	2
CC(C)NC1C2CCC(CC2)C1(O)c1ccc(Cl)c(Cl)c1 (stereo unspecified)	6	4	4	-14	-11	0.8	-6	1	-25	-1
COC(=O)C1=C(c2ccc(-c3ccccc3)c(F)c2)C[C@@H]2CC[C@H]1N2C(=O)NCCNC(C)=O	-8	10	2	3	-4	-2.6	1	6	-1	0
O=C(N/N=C1/CN2CCC1CC2)c1cc2ccccc2cc1O	49*	39*	3	0	-4	-3.1	55*	-3	2	5
N#CC1=C(N)Oc2c(c(=O)oc3ccccc23)C1c1cccnc1 (stereo unspecified)	-1	-2	4	2	1	0.4	-1	-14	-5	-2
Cc1cccc(N2C(=O)NC(=O)/C(=C\c3cnn(-c4ccccc4)c3)C2=O)c1	13	-4	-3	30	1	-1.2	-25	-7	54*	0
COc1ccc(OC)c(-n2c(O)c(/C=C3\C(C)=Nc4ccccc43)c(=O)[nH]c2=O)c1	9	0	-1	-3	2	-3.4	nt	4	0	-1
C1CNC2NCCNC2N1 (stereo unspecified)	0	3	1	-3	10	-1.1	12	10	-3	2
CN1C(=O)C(C2CCCCC2)C(=O)N(C)C1=O	2	-1	-1	-1	5	1.3	6	5	3	-6
COc1cccc([C@@]2(O)CCCC[C@@H]2CN(C)C)c1	0	2	4	2	5	-1.8	8	-8	1	-2
CC1[C@H]2Cc3ccc(O)cc3[C@]1(C)CCN2C (stereo partly specified)	3	0	4	2	-2	-0.1	1	-1	1	-2
O=C(OCC(=O)c1ccc([N+](=O)[O-])cc1)/C(=C/c1ccc(Cl)cc1)NC(=O)c1ccccc1	13	6	1	1	-6	-1.2	-3	4	-3	-1
CCCCCCn1c(=O)c(C(=O)Nc2c(C)n(C)n(-c3ccccc3)c2=O)c(O)c2ccccc21	0	4	-2	-1	3	-0.5	14	1	-11	3
C#CC1(O)CCC2C3CCC4=C/C(=N/OCC(=O)NCC(=O)NC(C(=O)O)C(C)C)CC[C@]4(C)C3CC[C@@]21C (stereo partly specified)	12	-5	7	1	2	-2.2	8	1	-2	5
CC(=NCc1cccnc1)c1c(O)n(C2CCCCC2)c(=O)[nH]c1=O	3	4	1	0	1	0.8	0	7	3	0
C#CCN[C@H](C)Cc1ccccc1	2	6	2	4	1	-0.5	3	-10	1	-2
C=CCn1c(O)c(C(CC)=Nc2ccc(N(CC)CC)cc2)c(=O)[nH]c1=O	0	9	-5	-3	-3	0.5	5	-11	4	-6
CCn1c(=O)cc(OCC(=O)N2CCC3(CC2)OCCO3)c2ccccc21	2	1	-1	-1	4	0.3	1	-1	-2	3
CCOP(=O)(Cc1cc(C(C)=O)c(C)o1)OCC	-3	2	3	0	-13	-1.8	8	-7	6	-2
O=c1ccc2cc3ccoc3c(O)c2o1	1	0	0	-4	-7	-6.0	-5	-6	2	-1
CCCCCn1c(=O)c(C(=O)NCc2ccc(Cl)cc2)c(O)c2ccccc21	-3	0	5	3	1	1.8	1	3	2	-3
CC(=O)N1N=C(c2cccnc2)CC1c1ccccc1O (stereo unspecified)	2	4	5	5	5	-0.3	-4	5	2	2
Cc1ccc(S(=O)(=O)N[C@@H](CCCCN)C(=O)CCl)cc1	4	6	5	8	-5	-0.3	3	0	2	-2
CN(C)C(=O)Oc1ccc(Br)c2ccccc12	-4	4	5	1	9	3.2	-5	-4	3	1
Cc1ccc(C)c(Cn2c(C(=O)O)c(C=O)c3ccccc32)c1	1	-5	2	-1	1	-1.9	1	10	2	4
CCOC(=O)c1ccc(NC(=O)N2C[C@@H]3C[C@@H](C2)c2cccc(=O)n2C3)cc1	2	9	0	-4	11	0.5	6	1	1	-2
COc1nc(NCC2CCCO2)nc(N2CC3CC(C2)c2cccc(=O)n2C3)n1 (stereo unspecified)	1	5	-2	1	-6	0.4	6	11	3	-4
COc1cc(/C=C/[N+](=O)[O-])ccc1O	16	17	7	-2	11	-5.5	4	2	4	5
CC(=O)OC1CC2(O)C3CCC4CC(O)CCC4(C)C3CCC2(C)C1C1=CC(=O)OC1 (stereo unspecified)	0	-2	6	0	-12	-0.4	6	0	2	-9
CC(=O)Nc1ccc(C=C2C(=O)NC(=O)NC2=O)cc1	1	9	7	-6	-8	-1.3	-1	-1	2	1
O=C1NC(=O)C(CCc2ccncc2)(CCc2ccncc2)C(=O)N1CCc1ccc(F)cc1	-5	0	-7	3	-6	-1.4	-3	1	-5	-1
COC1=CC=C2[C@H]3Cc4ccc(OC)c5c4[C@@]2(CCN3C)[C@H]1O5	-1	2	8	-7	7	-1.3	-1	10	-6	-3
CCN1C(=O)NC(=O)/C(=C\c2cn(CC(=O)N3CCCC3)c3ccccc23)C1=O	0	1	-3	1	8	-1.7	1	0	11	-1
C=C1N2CCC(CC2)C1(O)c1ccc(C)cc1 (stereo unspecified)	-1	-16	5	-3	5	1.1	4	1	0	0
Cc1ccc(C(=O)COC(=O)Cc2ccccc2)cc1	-7	-3	-3	0	-4	-0.6	1	3	5	3
O=C(NCP(=O)(Oc1ccccc1)Oc1ccccc1)OCc1ccccc1	69*	-7	1	-2	-1	0.6	nt	4	-2	0
CCCNC(=O)N1[C@H]2CC[C@@H]1C(C(=O)OC)=C(c1cccc(C#N)c1)C2	-1	-4	4	7	-1	-0.4	-3	2	0	-1
Cn1c(O)c(C=NC2CC(C)(C)NC(C)(C)C2)c(=O)n(C)c1=O	-3	-1	-10	6	-2	0.0	1	8	2	-3
Cc1ccc(-n2c(-c3cccs3)nc3ccccc3c2=O)cc1	-4	4	-5	4	-2	-0.3	-12	-3	-5	1
C=CCN1C(=O)C2(C(C(=O)OCC)=C(N)Oc3ccccc32)C2=C1CCCC2=O (stereo unspecified)	-6	-1	1	-4	-10	0.8	3	6	1	-2
O=S(=O)(NC1CCCCCCC1)OCC(Cl)(Cl)Cl	-4	-4	0	3	-5	-0.2	-12	0	3	1
C=CCn1c(O)c(C=NC2CCN(Cc3ccccc3)CC2)c(=O)[nH]c1=O	-7	4	-2	-9	7	0.7	0	-7	4	-2
COc1cccc(C2CCN(CC(=O)Nc3cc(Cl)ccc3OC)CC2O)c1 (stereo unspecified)	-8	2	2	3	5	-3.4	0	8	0	-1
COc1ccc(-n2c(/C=C3/C(=O)Nc4ccccc43)nc3ccccc3c2=O)cc1	0	0	3	-3	9	-0.8	1	-7	-16	0
Cc1cc(-c2ccccc2)cc(-c2ccccc2)[n+]1CCc1ccccc1	5	3	-4	-8	-5	0.1	-4	2	-3	-4
COc1cc2[nH]c(C(=O)N3CCC4(CC3)OCCO4)cc2c(OC)c1OC	-4	-6	-6	3	-5	-0.8	2	-1	-1	0
Brc1cc2c(cc1CN1CCN(c3ccccc3)CC1)OCCO2	1	1	0	3	-6	0.7	-2	9	1	-2
Cc1cc(N2CCNC[C@@H]2C)ccc1N1CC[C@H](O)C1	3	24	0	-4	8	-2.2	nt	-10	-1	-2
Cc1ccc(CNCCc2ccccc2F)cc1	-1	3	3	-9	11	-2.4	1	2	-10	4
O=c1[nH]c2ccccc2n1C1CCN(C(c2cc3ccccc3o2)c2nnnn2Cc2ccccc2)CC1 (stereo unspecified)	12	6	-1	4	7	-0.9	nt	1	1	-7
COc1ccc(C(CC(=O)N2CCC3(CC2)OCCO3)NS(=O)(=O)c2ccc(OC)cc2)cc1 (stereo unspecified)	-8	4	4	2	7	-0.9	0	12	-5	0
CC(C)(C)NC(=O)Cn1cc(C(=O)c2ccccc2F)c2ccccc21	0	1	0	7	-1	-1.2	-1	6	-1	-1
CCC1(CC)C(=O)NC(=Nc2cccc(C(F)(F)F)c2)NC1=O	4	3	-2	2	-7	0.7	0	0	2	-2
Cc1cc(Cl)ccc1OC(C)C(=O)O (stereo unspecified)	2	2	-8	3	15	-1.2	-5	4	2	-3
COCCNC(=O)c1c(N)n(CCC(C)C)c2nc3ccccc3nc12	3	10	0	-6	6	-0.1	-17	7	-7	-4
Cc1nc2ccccc2c(=O)n1-c1ccc(Br)cc1[N+](=O)[O-]	-3	4	6	0	-3	-1.7	-2	-4	-2	-2
COc1cc(CN=C(C)c2c(O)n(C3CCCCC3)c(=O)[nH]c2=O)cc(OC)c1	-3	0	-3	-2	-11	1.6	-22	-2	0	-1
COc1ccc(OC)c(/C=N/OC(=O)Nc2ccc(Cl)cc2)c1	-4	2	-7	0	3	1.8	-5	-5	4	-3
